FEN1 inhibitor – inhibitors of human flap endonuclease 1 | Recombinant FEN1 flap cleavage, fluorescence, 15 min | 0.35% of 390,000 active | Potency, µM (highest dose often 114 µM), without a hit: at the highest dose activity change, negative = inhibition, most hits filed as inhibitors; further: nearly all actives have a fitted effect of over 65% in size
Target sequence (P39748 whole entry, looked up): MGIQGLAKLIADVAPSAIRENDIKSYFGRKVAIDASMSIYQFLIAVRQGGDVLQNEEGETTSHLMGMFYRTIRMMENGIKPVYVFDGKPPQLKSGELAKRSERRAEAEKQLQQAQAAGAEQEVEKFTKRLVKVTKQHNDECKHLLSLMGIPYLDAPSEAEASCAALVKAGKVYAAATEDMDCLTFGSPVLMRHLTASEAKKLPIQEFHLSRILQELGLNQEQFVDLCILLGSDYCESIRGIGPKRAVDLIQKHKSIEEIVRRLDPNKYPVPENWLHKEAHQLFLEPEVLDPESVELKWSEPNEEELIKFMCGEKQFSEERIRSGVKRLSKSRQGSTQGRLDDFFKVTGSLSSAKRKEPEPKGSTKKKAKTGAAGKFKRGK
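Potency values derive from four-parameter Hill fits of normalized qHTS data. The reaction used 10 nM FEN1 preincubated 15 min at room temperature with compound, then 50 nM DNA substrate, read at 0 and 15 min.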
N370S GC mod – N370S glucocerebrosidase modulation, Gaucher chaperone candidate. AID 2101. 0.092% of 330,000 active. P04062. Potency, µM (doses to about 59.4 µM), inactives show top-dose activity change, negative = inhibition, usual class: inhibitors. N370S GC spleen homogenate, 4MU-glucoside fluorescence;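 further: 0% = full enzyme activity and -100% = no enzyme basal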
TDP1 inh – inhibitors of human tyrosyl-DNA phosphodiesterase TDP1; AID 485290; 0.28% of 350,000 active; recombinant TDP1, AlphaScreen DNA substrate cleavage; Potency, µM (top dose mostly 130 µM), inactives show at the top dose activity change, negative = inhibition, most hits filed as inhibitors; further: nearly all actives have a fitted effect of over 40% in size
Target sequence (Q9NUW8 whole entry, looked up): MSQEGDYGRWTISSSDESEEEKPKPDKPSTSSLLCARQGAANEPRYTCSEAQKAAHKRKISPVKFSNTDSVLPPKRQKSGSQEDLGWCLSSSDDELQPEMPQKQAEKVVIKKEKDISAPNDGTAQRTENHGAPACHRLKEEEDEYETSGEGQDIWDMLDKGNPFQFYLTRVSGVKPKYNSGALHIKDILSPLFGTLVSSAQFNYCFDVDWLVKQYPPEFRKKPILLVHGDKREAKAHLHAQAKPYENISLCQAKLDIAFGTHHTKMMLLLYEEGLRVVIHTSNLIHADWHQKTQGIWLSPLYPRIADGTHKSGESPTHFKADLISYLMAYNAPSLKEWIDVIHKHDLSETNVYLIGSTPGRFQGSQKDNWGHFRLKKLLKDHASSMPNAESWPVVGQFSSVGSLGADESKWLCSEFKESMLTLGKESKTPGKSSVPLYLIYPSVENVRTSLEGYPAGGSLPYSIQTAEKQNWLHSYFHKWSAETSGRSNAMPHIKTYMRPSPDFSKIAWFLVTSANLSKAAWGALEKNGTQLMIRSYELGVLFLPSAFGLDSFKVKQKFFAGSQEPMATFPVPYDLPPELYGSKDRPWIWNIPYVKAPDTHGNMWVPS
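Compounds were preincubated with Tdp1 (1 nM final) for 15 min at room temperature before substrate (15 nM final) started a 5 min reaction; beads (10 ug/ml final) were then added for 10 min before AlphaScreen detection.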
* marks the source's active call; other numbers are inactive results; ? = inconclusive; · = no result given; & = joins results of further samples; [ ] = remark or other dose. The call rests on the fitted dose curve; in most records, active means well fitted curve in the direction sought with a large enough effect; inconclusive means small, poorly fitted or top-dose-only effect, or another doubt; inactive means no such curve, though single readings can be large; an effect the other way counts as inactive or inconclusive. Unless noted, on the % scale 0 is the no-effect control and ±100 the full control effect; potency means the concentration at half of the fitted maximal effect.

SMILES | FEN1 inhibitor | N370S GC mod | TDP1 inh
COc1cc2c(cc1NC(=O)COc1cc(C)cc(C)c1)oc1ccccc12 | 0.2% | · | -1.1%
Cc1noc(C)c1C(=O)Nc1ccccc1C(=O)NCCc1ccccc1 | -10.6% | -6.3% | -17.4%
O=C(Nc1ccc2c(c1)CCC2)Nc1ccc2c(c1)OCO2 | 4.6% | -0.8% | -2.6%
Cc1ccc(NC(=O)c2sc(-n3nc(C)c(Cc4ccc5c(c4)OCO5)c3C)nc2C)cc1Cl | -0.4% | · | -5.7%
Cc1nc2ccccn2c1C(=O)NN | -8.4% | 5.7% | 2.7%
Cc1cc(C(=O)NN=C2CCCC2)c2ccccc2n1 | 4.3% | 0.7% | -2.6%
O=C(NC12CC3CC(CC(C3)C1)C2)N1CCN(S(=O)(=O)c2ccc(Cl)cc2)CC1 | 13.5% | -7.9% | 2.2%
Nc1cc(C(F)(F)F)ccc1Nc1ccccc1 | -11.6% | 17.2% | 9.6%
CN1CCN(C(=O)c2ccc(CSc3ccc(Cl)cc3)cc2)CC1 | -11.0% | -16.5% | 0.0%
CCNc1c(NC(=O)c2cc(OCC)c(OCC)c(OCC)c2)c(=O)oc2ccccc12 | -2.9% | · | 5.0%
CCc1nc(-c2cc(S(=O)(=O)N3CCN(c4ccc(F)cc4)CC3)ccc2OC)no1 | -1.7% | · | 11.4%
Cc1ccc2c(c1)C(=O)C(=O)N2c1ccc(Cl)cc1 | 17.0% | · | 1.3%
CCN(CC)S(=O)(=O)c1cccc(-c2nnc(SCC#N)n2Cc2ccccc2)c1 | -0.6% | 8.9% | 10.4%
CCCCn1c(SCC(=O)NC(=O)NCc2ccco2)nc2cc(S(N)(=O)=O)ccc21 | 7.5% | -1.2% | 0.0%
Cc1ccc(CNC(=O)Cn2cc(C(=O)c3ccc(F)cc3)c(=O)c3ccc(C)nc32)cc1 | 5.3% | · | 5.3%
Cc1ccc(C)c(OCc2nc(-c3cccnc3)no2)c1 | 4.2% | 12.9% | -1.0%
C/C=C(\C)CN1CCC(n2nccc2NC(=O)c2ccc(OC)cc2)CC1 | -2.9% | -6.6% | -2.7%
CCOc1ccc(C(=O)Cn2c(=O)n3nc(CCn4nc(C)cc4C)nc3c3cc(OC)c(OC)cc32)cc1 | 17.1% | · | 1.5%
Cc1ccccc1NC(=O)C(=O)NCCCN1CCCC1=O | -8.2% | -21.8% | -3.0%
O=C(Cc1ccc(Cl)cc1)Nc1ccc(-c2nnc(-c3ccco3)o2)cc1 | -13.7% | -24.3% | 1.0%
CC(=O)c1cccc(S(=O)(=O)N2CCC(C(=O)OC3CCOC3=O)CC2)c1 (stereo not given) | 17.5% | · | -14.9%[56.1 µM]
COCCCn1c2nc3ccccc3nc2c2c(=O)n(CC3CCCO3)cnc21 (stereo not given) | -1.2% | 16.7% | 5.9%
CCCCc1ccc(NC(=S)NCc2cccc(OC)c2)cc1 | -8.9% | 24.1% | 5.4%
COC(=O)c1ccc(N2CCC(C)CC2)c(N)c1 | -1.2% | -4.8% | 0.0%
Cc1cc(C)c2c(c1)OC(O)(C(F)F)CC2=O (stereo not given) | -4.0% | 3.7% | 4.1%
CC(=O)c1ccc(NC(=O)CSc2nnc(Cc3cccn3C)n2-c2ccc(F)cc2)cc1 | -9.1% | -6.7% | 5.2%
CC(C)CCN(Cc1ccco1)S(=O)(=O)c1csc(C(N)=O)c1 | 11.5% | -1.8% | 1.9%
CN(CC(=O)Nc1cccc(F)c1)C(=O)CCCNC(=O)c1ccc(Cl)cc1 | -10.9% | 18.8% | -10.0%
CC(C)(C)OC(=O)N1CCC[C@H]1C(=O)Nc1ccc(C#N)cc1 | 10.2% | -4.9% | ·
CCCc1cc(NCCCN(C)C)n2c(nc3ccccc32)c1C#N | -29.2% | ? | ·
NC(=O)C1CCN(C(=O)CN2C(=O)c3ccccc3S2(=O)=O)CC1 | 1.2% | -8.6% | ·
c1ccc2c(c1)OCC(c1nn3cnnc3s1)O2 (stereo not given) | 1.6% | -0.6% | -2.3%
CCOC(=O)c1c(C)[nH]c(C)c1S(=O)(=O)N1CCN(c2cccc(C(F)(F)F)c2)CC1 | -12.7% | · | 6.3%
COC(=O)[C@@]12CCCCN1[C@H](c1ccc(-c3ccc4c(c3)OCO4)c(OC)c1)[C@@H]1C(=O)N(C)C(=O)[C@@H]12 | -5.0% | -5.6% | 2.7%
CC(=O)Nc1c(C)nn(-c2ccccc2)c1N1CCC(C(=O)NCc2ccccc2Cl)CC1 | 7.4% | · | 0.0%
Cc1ccc(C2(CCNC(C)c3cccs3)CCOC(C(C)C)C2)cc1 (stereo not given) | -5.3% | -3.6% | 2.7%
Cc1ccc(C(C)C)c(OCC(O)CN2CCOCC2)c1 (stereo not given) | 10.4% | -11.6% | 6.2%
Cc1[nH]c2ccccc2c1C(=O)COC(=O)C1CC(O)CN1S(=O)(=O)c1ccc(Cl)cc1 (stereo not given) | -1.4% | · | 1.8%
COc1cccc(C(=O)Nc2ccc3nc(SCC(=O)N4CCOCC4)sc3c2)c1 | 14.2% | · | -0.5%
CCOC(=O)CSc1nnc(-c2ccc([N+](=O)[O-])cc2)o1 | 8.2% | -8.9% | 7.2%
Cn1c(CCC(=O)O)nc2cc(S(=O)(=O)N3CCCC3)ccc21 | -4.2% | · | 2.7%
COc1c(Cl)cnn(-c2ccc(C)cc2)c1=O | -4.8% | -2.9% | 8.4%
Cc1ccc(C(=O)N2CCCC2)cc1S(=O)(=O)Nc1cccc(C)c1C | -5.5% | 0.3% | 1.2%
COc1cccc(CNC(=O)Cn2ncn3nc(-c4cccs4)cc3c2=O)c1OC | 17.5% | · | 2.9%
CCOC(=O)c1sc(N2C(=O)c3oc4ccccc4c(=O)c3C2c2ccc(C(C)(C)C)cc2)nc1C (stereo not given) | -2.7% | · | 6.3%
N#CCCN1CCN(C(=S)c2ccc(-c3ccc(Cl)c(Cl)c3)o2)CC1 | -22.1% | -5.2% | 8.3%
COc1ccc(CN2CCN(C(=O)C3CCN(C(=O)Nc4ccccc4)CC3)CC2)cc1OC | 17.5% | · | 1.1%
O=C1CCC(C(=O)N2CCOCC2)CN1Cc1ccc(Cl)cc1 (stereo not given) | -1.4% | -2.0% | 2.0%[56.1 µM]
C#CCOCCOCCOCCNc1nc(N2CCN(C(=O)[C@H](CCCN=C(N)N)n3cc(C(N)[C@H](C)CC)nn3)CC2)nc(N2CCN(C(=O)[C@H](CCCN=C(N)N)n3cc(C(N)[C@@H](C)CC)nn3)CC2)n1 (stereo not given in full) | 9.2% | · | 0.2%
COc1ccc(NS(=O)(=O)c2ccc(OC)c(N(C)S(=O)(=O)c3ccc(Cl)cc3)c2)cc1 | -12.8% | -22.3% | 5.9%
CC(=O)c1cn(CCCCCCCCCCn2cc(C(C)=O)c(=O)[nH]c2=O)c(=O)[nH]c1=O | · | 6.2% | 5.0%
COc1ccc(N(CC(=O)NC2CCCCC2)C(=O)CCCC(=O)Nc2ccccn2)c(OC)c1 | 6.2% | -10.3% | 8.8%
Cc1cccc(Nc2nnc(SCc3cc(=O)n4cc(C)ccc4n3)s2)c1 | -4.2% | 18.2% | 4.5%
CCOC(=O)CSc1nnc(CSc2nc3sc4c(c3c(=O)[nH]2)CCC4)n1-c1ccccc1 | 5.1% | ? | 1.5%
CSc1nc2ccccc2c(=O)n1C1CCCCC1 | 3.3% | -8.6% | ·
O=C(COC(=O)c1cc(S(=O)(=O)N2CCOCC2)ccc1F)NCCc1ccc(F)cc1 | 12.5% | · | -0.3%
Nc1cc(=O)[nH]c(SCC(=O)Nc2ccc(S(=O)(=O)N3CCOCC3)cc2)n1 | 4.7% | 3.7% | -6.7%
COc1ccc(C(C#N)N2N=C(C)CC2(C)C)cc1 (stereo not given) | 8.3% | 4.8% | 5.1%
CCOc1ccc(NC(=O)CSc2nnc(CC)c(CC)n2)cc1 | -2.2% | · | -2.6%
Cc1ccc(C(=O)N/C(=C/c2ccc(Cl)cc2)C(=O)Nc2cccc(C(=O)O)c2)cc1 | -2.6% | 10.9% | 8.2%

Next part.
SMILES | FEN1 inhibitor | N370S GC mod | TDP1 inh
CCOC(=O)N1CCN(C(=O)COC(=O)COc2c(C)cc(C)cc2C)CC1 | 8.0% | -4.5% | -2.8%
CSCc1nnc(NC(=O)c2ccc(S(=O)(=O)N(CC(C)C)CC(C)C)cc2)o1 | · | 11.1% | 11.8%
O=C(Nc1nnc(SCc2c(Cl)cccc2Cl)s1)C1CC(=O)N(c2ccc3c(c2)OCCO3)C1 (stereo not given) | 0.1% | -10.0% | ·
COC(=O)Nc1ccc2[nH]cc(CCNC(C)=O)c2c1 | · | ? | 10.8%&9.8%&8.3%
CC(C)OCCCN1C(=O)c2[nH]nc(-c3ccccc3O)c2C1c1ccccc1F (stereo not given) | 11.2% | · | 7.4%
Cc1ccc(SCc2ccc(C(=O)Nc3cccnc3)cc2)cc1 | -8.2% | -9.1% | 0.0%
CCOC(=O)C1=C(C)NC(=O)NC1c1ccc(N2CCC(c3ccccc3)=N2)cc1 (stereo not given) | -5.5% | -2.3% | ·
Cc1cccc(NC(=S)NC2CC3CCCC(C2)N3Cc2ccco2)c1 (stereo not given) | -23.9% | -16.4% | 3.6%
CCCNC(=O)COC(=O)c1ccccc1C(=O)c1ccc(Cl)c([N+](=O)[O-])c1 | 2.8% | -0.8% | 2.9%
O=C(NCc1ccccc1)C1=C[C@@H](c2ccc(Br)cc2)C[C@@H](OCCCCO)O1 | -8.8% | 16.2% | 5.1%
COc1ccc(OC)c2sc(NC(=O)c3cccc(N4C(=O)CCC4=O)c3)nc12 | ? | 0.6% | 1.6%
CC(C)c1ccccc1NC(=O)C1C2C=CC(C2)C1C(=O)O (stereo not given) | 21.7% | 0.8% | ·

Of the compounds above, 14 contain an aryl methoxy group.
SMILES | FEN1 inhibitor | N370S GC mod | TDP1 inh
COc1cc2c(cc1NC(=O)COc1cc(C)cc(C)c1)oc1ccccc12 | 0.2% | · | -1.1%
CCc1nc(-c2cc(S(=O)(=O)N3CCN(c4ccc(F)cc4)CC3)ccc2OC)no1 | -1.7% | · | 11.4%
C/C=C(\C)CN1CCC(n2nccc2NC(=O)c2ccc(OC)cc2)CC1 | -2.9% | -6.6% | -2.7%
CCOc1ccc(C(=O)Cn2c(=O)n3nc(CCn4nc(C)cc4C)nc3c3cc(OC)c(OC)cc32)cc1 | 17.1% | · | 1.5%
CCCCc1ccc(NC(=S)NCc2cccc(OC)c2)cc1 | -8.9% | 24.1% | 5.4%
COC(=O)[C@@]12CCCCN1[C@H](c1ccc(-c3ccc4c(c3)OCO4)c(OC)c1)[C@@H]1C(=O)N(C)C(=O)[C@@H]12 | -5.0% | -5.6% | 2.7%
COc1cccc(C(=O)Nc2ccc3nc(SCC(=O)N4CCOCC4)sc3c2)c1 | 14.2% | · | -0.5%
COc1c(Cl)cnn(-c2ccc(C)cc2)c1=O | -4.8% | -2.9% | 8.4%
COc1cccc(CNC(=O)Cn2ncn3nc(-c4cccs4)cc3c2=O)c1OC | 17.5% | · | 2.9%
COc1ccc(CN2CCN(C(=O)C3CCN(C(=O)Nc4ccccc4)CC3)CC2)cc1OC | 17.5% | · | 1.1%
COc1ccc(NS(=O)(=O)c2ccc(OC)c(N(C)S(=O)(=O)c3ccc(Cl)cc3)c2)cc1 | -12.8% | -22.3% | 5.9%
COc1ccc(N(CC(=O)NC2CCCCC2)C(=O)CCCC(=O)Nc2ccccn2)c(OC)c1 | 6.2% | -10.3% | 8.8%
COc1ccc(C(C#N)N2N=C(C)CC2(C)C)cc1 (stereo not given) | 8.3% | 4.8% | 5.1%
COc1ccc(OC)c2sc(NC(=O)c3cccc(N4C(=O)CCC4=O)c3)nc12 | ? | 0.6% | 1.6%

Later entries.
SMILES | FEN1 inhibitor | N370S GC mod | TDP1 inh
O=C(OCC(=O)N1CCN(c2ccccc2)CC1)c1ccncc1 | -9.6% | · | -0.6%
c1ccc2cc(-c3cc4ccccn4c3)ccc2c1 | -14.6% | -9.9% | 8.0%
O=C(O)CC1Sc2nc3ccccc3n2C1=O (stereo not given) | -7.5% | 1.7% | 3.9%
CC(C)(C)NC(=O)C[C@H]1C[C@H](C(=O)N2CCCCC2)[C@@]2(C)c3[nH]c4cc(-c5ccco5)ccc4c3CCN2C1=O | -24.5% | · | 7.3%[56.1 µM]
CCOC(=O)c1sc(NC(=O)CSc2nc3c(cc2C#N)CCCCCC3)c(C#N)c1C | -3.4% | -11.4% | 3.9%
CCSc1nnc(NC(=O)C2CC(=O)N(Cc3ccc(C)cc3)C2)s1 (stereo not given) | -0.2% | -3.0% | 1.3%
CCC(=O)Nc1c(C(=O)N2CCN(c3ccccn3)CC2)cnn1-c1ccc(C)cc1 | 8.8% | 4.8% | 2.5%
COc1ccc(NC(=O)/C(C#N)=C/c2cc(C)n(-c3ccc(F)cc3)c2C)cc1 | -10.8% | · | 3.2%

High-throughput results (PubChem BioAssay)
